PKM2 activator: PKM2 (human) enzyme activation. Potency, µM (titrated, usually from 57.5 µM), without a hit: at the top dose activation, usual class: activators. P14618. purified PKM2, Kinase-Glo ATP luminescence, activation; response scale: 0% is enzyme alone, no compound. 260,000 compounds, 0.34% hits; note: potency is the fitted concentration of half-maximal effect; % is set by controls: 0 for no effect and ±100 for the full control effect; nearly all actives have a fitted effect of over 55% in size
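Purified hPK-M2 (>95% pure) converted ADP (0.1 mM final) to ATP with 0.5 mM PEP in 50 mM imidazole pH7.2, KCl, MgCl2, Tween 20, BSA; 1 h at room temperature. ATP detected by Kinase-Glo luminescence.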
GALK inhibitor: galactokinase (human) inhibition; P51570; Purified GALK, Kinase-Glo residual ATP luminescence; Potency, µM (doses to about 57.5 µM), without a hit: top-dose activity change, negative = inhibition, most hits filed as inhibitors; 270,000 compounds, 0.007% hits; AID 1868; note: potency is the fitted concentration of half-maximal effect; % is set by controls: 0 for no effect and ±100 for the full control effect
Target sequence (P51570 whole entry, looked up): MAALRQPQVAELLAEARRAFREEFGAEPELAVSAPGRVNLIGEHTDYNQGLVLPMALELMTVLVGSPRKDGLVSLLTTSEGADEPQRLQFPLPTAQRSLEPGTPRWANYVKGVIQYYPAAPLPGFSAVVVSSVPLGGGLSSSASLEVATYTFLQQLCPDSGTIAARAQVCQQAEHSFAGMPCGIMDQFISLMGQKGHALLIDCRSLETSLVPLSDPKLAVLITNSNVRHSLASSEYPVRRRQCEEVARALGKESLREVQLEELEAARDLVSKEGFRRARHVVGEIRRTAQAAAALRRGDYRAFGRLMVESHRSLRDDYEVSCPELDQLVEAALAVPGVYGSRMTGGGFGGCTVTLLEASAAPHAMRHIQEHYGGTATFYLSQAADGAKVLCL
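Human GALK (5 nM) with 35 uM ATP and 100 uM galactose in 20 mM HEPES pH 8.0, 5 mM MgCl2, 60 mM NaCl, 1 mM DTT, 0.01% BSA. After 1 h at room temperature, leftover ATP was read by Kinase-Glo Plus luminescence.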
PTAP TSG101 blk: blocks PTAP/TSG101 interaction to inhibit HIV-1 budding. Q99816. 340,000 tested, under 10 active. Fluorescence polarization, FITC-PTAP peptide / Tsg101 binding. Potency, µM (highest dose often 115 µM), without a hit: at the top dose activity change, negative = inhibition, actives largely listed as inhibitors; active = well fitted inhibition curve with a large enough effect in the main read-out, with a control signal flat, not every such curve was filed as active; inconclusive = small, poorly fitted or top-dose-only effect, or effect the other way, or a change in a side signal; inactive = no such curve, though single readings can be large or run the other way; note: potency is the fitted concentration of half-maximal effect; % of control where 0% means no effect
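FP read-out: FITC-PTAP peptide, 50 nM final, binding Tsg101 binding domain, 10 uM final; 20 min, r.t.; 10 mM HEPES pH 7.5, 0.15 M NaCl, 0.01% Tween 20, 3 mM EDTA, 0.1 mM TCEP.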
Coupling enz: counter-screen for Giardia aldolase inhibitors: coupling enzyme system | activity change, negative = inhibition, % at 58.2 µM, hits read low | 290,000 compounds, 0.67% hits | coupling enzyme system counterscreen, AmpLite Red fluorescence | AID 2472; in the data active = activity change below about -30%; note: % is set by controls: 0 for no effect and ±100 for the full control effect
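Counterscreen of the coupled detection system alone, without aldolase: glyceraldehyde-3-phosphate coupling enzymes plus AmpLite Red readout. Compounds at 57.5 uM final, 10 min RT preincubation, 20 min RT reaction, fluorescence 525/598 nm.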
B2AR arrestin: recruits beta-arrestin to the human beta2-adrenergic receptor. P07550. Potency, µM (highest dose often 46.1 µM), without a hit: at the top dose activation, hits mostly activators. beta-arrestin recruitment to beta2AR, cell-based reporter. 330,000 compounds, 0.02% hits. AID 492947;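 note: potency is the fitted concentration of half-maximal effect; 0% = DMSO controls and full agonism = EC100 isoproterenol or metaproterenol; nearly all actives have a fitted effect of over 65% in size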
Chronic BCR inh: blocks chronic active B-cell receptor signaling | ABC-DLBCL IkBa-CBG/CBR reporter, luminescence ratio, 4 h | Potency, µM (series often up to 46.1 µM), without a hit: at the top dose ratio change, negative = lower green/red ratio, most hits filed as inhibitors | 340,000 compounds, 0.05% hits | AID 493014; active = well fitted inhibition curve with a large enough effect in the signal ratio, with a control signal flat, not every such curve was filed as active; inconclusive = small, poorly fitted or top-dose-only effect, or effect the other way, or a change in a side signal; the % refers to the signal ratio;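 note: potency is the fitted concentration of half-maximal effect; plate controls were basal doxycycline-induced cells for no effect and cells given 10 µM MG132 for full effect; MG132 reads +100%, hits lower the ratio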
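Cell line TMD8 (human ABC DLBCL), stably expressing tet-inducible CBG68-IkBa fusion and CBR; IMDM/0.5% FBS; cpd up to 46 uM; dox induction, 4 h, 37C/5% CO2; dual luminescence; green/red ratio; MG132 control.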
Giardia kill: Giardia lamblia killing | AID 540267 | 340,000 compounds, 0.15% hits | Giardia lamblia trophozoite viability | activity change, % at 7.66 µM, hits read low; in the data active = activity change below about -80%; inconclusive = between about -30% and that limit;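 note: parasites exposed to compound for two days anaerobically before the ATP read; % is set by controls: 0 for no effect and ±100 for the full control effect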
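Giardia trophozoites, 100 cells per well, were exposed to compounds for 48 hrs at 37 deg C under anaerobic conditions; viability was then read as ATP content by bioluminescence after 15-30 min at room temperature.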
ASM inhibitor: inhibitors of human secretory acid sphingomyelinase; placental ASM, HMU-PC fluorogenic substrate, 60 min; Potency, µM (top dose mostly 57.5 µM), for inactives: at the highest dose activity change, negative = inhibition, hits mostly inhibitors; 340,000 compounds, 0.006% hits; AID 504937; note: potency is the fitted concentration of half-maximal effect
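HMU-PC0 cleavage (9 uM final) by human placental ASM, 60 min at 37 °C following 10 min compound exposure at RT; stopped at pH 10, fluorescence Ex 386/Em 447 nm.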
Menin-MLL TR inh: menin-MLL binding inhibition, Texas Red mutant peptide | Menin + Texas Red MLL mutant peptide, fluorescence polarization | Potency, µM (series often up to 61.6 µM), for the others: at the highest dose FP activity change, negative = inhibition, usual class: inhibitors | 270,000 compounds, 0.23% hits | O00255; active = well fitted inhibition curve with a large enough effect in the polarisation, with a control signal flat, not every such curve was filed as active; inconclusive = small, poorly fitted or top-dose-only effect, or effect the other way, or a change in a side signal; inactive = no such curve, though single readings can be large or run the other way; the % refers to the polarisation; note: potency is the fitted concentration of half-maximal effect; % of control where 0% means no effect; many of its hits are not listed in these tables
Target sequence (O00255 whole entry, looked up): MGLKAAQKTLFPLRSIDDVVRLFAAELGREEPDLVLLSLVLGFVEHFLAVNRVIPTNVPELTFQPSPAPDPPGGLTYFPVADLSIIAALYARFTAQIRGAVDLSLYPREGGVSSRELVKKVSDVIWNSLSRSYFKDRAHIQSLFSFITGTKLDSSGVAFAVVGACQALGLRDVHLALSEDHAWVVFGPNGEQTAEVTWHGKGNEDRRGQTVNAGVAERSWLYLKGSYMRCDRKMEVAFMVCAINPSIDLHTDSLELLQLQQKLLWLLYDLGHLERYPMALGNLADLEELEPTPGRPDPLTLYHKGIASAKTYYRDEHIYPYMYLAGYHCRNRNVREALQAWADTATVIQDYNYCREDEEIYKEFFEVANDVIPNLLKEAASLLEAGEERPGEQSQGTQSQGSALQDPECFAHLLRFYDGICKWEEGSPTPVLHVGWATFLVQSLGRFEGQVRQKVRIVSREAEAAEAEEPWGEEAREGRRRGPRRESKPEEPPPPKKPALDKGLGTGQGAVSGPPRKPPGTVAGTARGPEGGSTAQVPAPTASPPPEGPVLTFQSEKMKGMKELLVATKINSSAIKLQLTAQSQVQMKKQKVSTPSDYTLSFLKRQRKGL
Integrin act MD: integrin-mediated muscular dystrophy alleviation activation. alpha7betagal myoblasts, beta-gal FDG fluorescence, 48 h. Potency, µM (highest dose often 38.3 µM), for the others: at the highest dose activation, actives largely listed as activators. AID 624291. 350,000 compounds, 0.064% hits;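 note: potency is the fitted concentration of half-maximal effect; 100% = response of the positive control SU9516; nearly all actives have a fitted effect of over 60% in size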
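alpha7betagal+/- myoblasts (passage 13, 250/well) treated 48 h at 37C with compounds at 1:260 dilution of DMSO stock. Lysed, then beta-galactosidase activity read as FDG fluorescence (ex 480/em 540) after 30 min, with pre-read for autofluorescence.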
Tb PFK inh: inhibitors of T. brucei phosphofructokinase; T. brucei PFK, ADP-Glo luminescence; 330,000 compounds, 0.17% hits; AID 485367; Potency, µM (series often up to 57.5 µM), without a hit: at the highest dose activity, negative = inhibition, usual class: inhibitors; O15648;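 note: potency is the fitted concentration of half-maximal effect; 0% = uninhibited 1x PFK enzyme wells and -100% = no-enzyme wells; nearly all actives have a fitted effect of over 60% in size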
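PFK 1.25 nM, F6P 0.5 mM, ATP 0.1 mM, 0.1 M TEA pH 8.0, 5 mM MgCl2, 0.01% Tween20, 0.1% BSA; 45 min RT. ADP-Glo readout. qHTS titration up to 57 uM; curves fitted, compounds curve-classed.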
The depositor's hits bear a star; ? = inconclusive; . = no result given; & = joins results of further samples; [ ] = remark or other dose. Unless noted, calls come from the whole dose curve; as a rule, active = well fitted curve in the direction sought with a large enough effect; inconclusive = small, poorly fitted or top-dose-only effect, or another doubt; inactive = no such curve, though single readings can be large; an effect the other way counts as inactive or inconclusive. A portion of the library; rates above refer to the full screens.

SMILES | PKM2 activator | GALK inhibitor | PTAP TSG101 blk | Coupling enz | B2AR arrestin | Chronic BCR inh | Giardia kill | ASM inhibitor | Menin-MLL TR inh | Integrin act MD | Tb PFK inh
Cc1noc(/C=C/N(C)C)c1S(=O)(=O)N1CCCC(C(=O)NCc2ccc(F)cc2)C1 (centres undefined) | -9% | 2% | . | 1 | -0.5% | 5% | . | . | 3% | . | 0%
COc1ccc(CCN(C)CCC(=O)Nc2ccc(C)cc2)cc1OC | 1% | -3% | 1% | 2 | -0.5% | ? | -5 | 4% | -1% | -6% | 2%
O=C(NNS(=O)(=O)c1ccc(F)cc1)C1CC(c2cccnc2)=NO1 (centres undefined) | 7% | 5% | -3% | 0 | -0.2% | ? | 9 | 2% | 13% | 1% | -7%
COc1cc(/C=C2/C(=O)NN(c3cccc(Cl)c3)C2=O)cc(Br)c1O | -2% | -8% | -1% | 1 | 0.4% | 7% | -13 | -10% | ? | -13% | -3%
COc1cccc(NC(=O)c2ccccc2-c2nc(-c3cccc(C)c3)no2)c1 | -1% | -4% | -6% | 1 | -0.1% | -2% | -8 | ? | 29% | -22% | -2%
CCC(C)c1ccccc1O (centres undefined) | . | . | -2% | . | -0.2% | 2% | 2 | 2% | . | . | 0%
Cc1nn(-c2cccc(C(F)(F)F)c2)c(=O)c2noc(C)c12 | 1% | 7% | 0% | 5 | -0.1% | ? | -3 | -4% | . | -6% | -1%
O=C(Cn1cnc2cc([N+](=O)[O-])ccc2c1=O)N(Cc1ccccc1)C1CCS(=O)(=O)C1 (centres undefined) | -7% | -1% | 0% | 0 | -0.1% | ? | -13 | 1% | 4% | 3% | 1%
CC1(C)Cc2c(C#N)c(N3CCOCC3)nc(Cc3ccccc3)c2CO1 | 1% | 0% | 1% | 2 | -0.9% | -4% | 2 | 50% | ? | -1% | 4%
CC(C)CCn1c(N2CCCC2)nc2c1c(=O)[nH]c(=O)n2C | 6% | -7% | 0% | 0 | -0.6% | -1% | 7 | 4% | ? | -44% | -3%
CC(=O)c1cc2c(cc1NC(=O)CCC1CCCC1)OCO2 | -18% | 3% | . | 1 | -1.9% | ? | . | . | 3% | . | 9%
Cc1nc2sc(C)c(C)c2c(=O)o1 | 1% | -3% | 1% | 0 | 0.0% | ? | 15 | -1% | 22% | 1% | 7%
Cc1onc(-c2c(Cl)cccc2Cl)c1C(=O)NCCN1CCOCC1 | 4% | -3% | -6% | 1 | -0.1% | 4% | -14 | 2% | 5% | -10% | 3%
COc1cc(C(=S)NC2CCCCC2)ccc1O | -3% | . | -1% | 1 | -0.1% | ? | 4 | -3% | -1% | -10% | -2%
CC(C)c1ccc(Nc2nc(Cl)nc(NCCO)n2)cc1 | 0% | 3% | -2% | 3 | 0.0% | 6% | -1 | 1% | 8% | ? | 1%
O=C1c2[nH]nc(-c3ccccc3O)c2C(c2cccc(O)c2)N1Cc1ccco1 (centres undefined) | 6% | -1% | 0% | 0 | -0.3% | ? | 3 | -11% | 20% | -37%[inhibitor] | -2%
COc1cccc2cc(-c3nnc(SCC(=O)NCc4ccccc4)n3C)oc12 | -2% | 3% | -1% | 3 | 0.1% | 3% | 9 | 1% | -3% | 11%[7.66 µM] | 2%
COc1ccc(N(Cc2cc3ccc(C)cc3[nH]c2=O)S(=O)(=O)c2ccccc2)cc1 | -1% | . | -1% | -2 | 3.5% | -14% | -20 | -8% | 21% | -14% | 3%
CCCc1c(C(=O)Nc2ccc(C(F)(F)F)cc2)cnn1-c1ccccc1 | 0% | -3% | 0% | -3 | -0.4% | ? | -14 | -1% | . | -70%[inhibitor] | 1%
COc1cccc(C2N(c3ccccn3)C(=O)C3CCCN32)c1OC (centres undefined) | -10% | 2% | -5% | 0 | 0.1% | 0% | -1 | 3% | -20% | -15% | -5%
CC1=CC2=NC(=O)CC(C)(C(=O)N(CC(=O)NC3CCCC3)Cc3ccc(Cl)cc3)N2C=C1 (centres undefined) | . | -4% | -2% | 1 | 0.5% | 0% | 1 | 5% | 1% | 31% | 1%
Cc1ccc(OCCN(C)C(=O)C2CCC(=O)N(CCCN3CCCC3=O)C2)cc1 (centres undefined) | . | -7% | -3% | 1 | -0.2% | 0% | -16 | 5% | -8% | -16% | 8%
Cn1c(=NC(=O)CSCC(=O)N2CCCC2)sc2ccccc21 | 3% | 2% | 4% | 4 | . | . | 2 | 5% | 3% | 13% | .
COC(=O)c1scc(S(=O)(=O)c2ccccc2)c1N | 19% | 5% | -3% | -1 | -0.2% | -14% | -27 | -2% | -17% | -8% | 1%
Cc1nn(C)c(C)c1-c1c(C#N)c(N)nc2c1CCCCCC2 | -7% | 3% | -1% | 4 | -2.8% | -3% | -7 | 9% | -12% | 10% | -1%
Cc1nn(CCC#N)c(NC(=O)c2ccc(Cl)cc2Cl)c1P(=O)(Nc1ccc([N+](=O)[O-])cc1)N1CCOCC1 (centres undefined) | 1% | 0% | -4% | 3 | 9.5% | 7% | -2 | -1% | 1% | 6% | 5%
O=C(Nc1ccc(F)cc1)c1cccnc1N1CCOCC1 | -20% | 0% | 0% | 0 | -0.2% | 7% | 4 | -2% | 9% | 25% | 0%
O=C1C=C(NCc2ccccc2)c2ccccc2C1=O | 1% | ? | 1% | -87* | 0.1% | ? | -22 | 19% | ? | -60%[inhibitor] | 4%
Cc1ccc(N=C(NO)c2nonc2N)c(C)c1 | 0% | . | -9% | 3 | -0.2% | -3% | -11 | 1% | 2% | 8% | -4%
COc1cccc(/C=N/N2CCN(c3ccncc3S(=O)(=O)N3CCCCC3)CC2)c1 | 0% | . | -3% | -1 | 0.0% | ? | 14 | -2% | 7% | 6% | -2%
Cc1ccsc1/C=N/NC(=O)CN1CCN(Cc2ccccc2)CC1 | 0% | -1% | -7% | -1 | 0.4% | -2% | 9 | -1% | . | 5% | 1%
OC(COCc1ccccc1)CN1CCN(Cc2ccc3c(c2)OCO3)CC1 (centres undefined) | -1% | 4% | -1% | 1 | -0.4% | -6% | -6 | 3% | -5% | 16% | 0%
O=C(C1CC1)N1CCC(C(O)(c2ccccc2)c2ccccc2)CC1 | -7% | -1% | -5% | 5 | -0.7% | 4% | 6 | 0% | 1% | 10% | -4%
O=C(CN(Cc1ccccc1)C(=O)CCC(=O)Nc1nccs1)NCc1ccco1 | -4% | -1% | -3% | 0 | -0.3% | 0% | -11 | 1% | -1% | ? | 1%
COc1ccc(OCC(=O)NNC(=O)Cn2c(=O)cnc3ccccc32)cc1 | . | . | -5% | . | -0.2% | 0% | -8 | 3% | . | 20% | -4%
CN(C)S(=O)(=O)c1cccc(NC(=O)COC(=O)c2ccc3ccccc3n2)c1 | . | . | -2% | . | -0.1% | 3% | 23 | -5% | . | 0% | 0%
CC(C)Sc1nc2c(c(=O)[nH]c(=O)n2C)n1CCc1ccccc1 | 0% | 1% | -2% | -1 | -0.4% | -2% | 1 | 0% | -13% | -16% | -1%
C=C(C)COc1ccc2c(C)c(CC(=O)N3C[C@H]4C[C@@H](C3)c3cccc(=O)n3C4)c(=O)oc2c1 | 0% | . | 0% | -1 | 0.1% | ? | 5 | 70%[activator] | -7% | -3% | 1%
CCOc1ccc(N(CC(=O)NC(C)C)C(=O)CCC(=O)Nc2ccccn2)cc1 | 4%[11.5 µM] | 4% | -2% | 1 | -0.3% | ? | 28 | 4% | -4% | 0% | 1%
CCOc1ccc(S(=O)(=O)N2CCOCC2)cc1NC(=O)CSCc1ccc(C)cc1 | . | . | -4% | . | -4.1% | -1% | -6 | -1% | . | -37% | 3%
CC#CCN1c2ccccc2[C@]23C[C@@H](C(=O)OC)N(C(C)=O)C2=NC(C(=O)OC)=C(C(=O)OC)[C@H]13 | -7%[11.5 µM] | -2% | -6% | 0&8 | -0.9% | 3% | -28 | 0% | -8%[11.7 µM] | -6% | 2%
O=C(CSc1nnc(Cc2ccccc2)n1Cc1ccco1)NC1CCCC1 | -12% | -1% | 3% | -2 | -1.1% | ? | -10 | 1% | ? | 0% | -4%
COC(=O)c1sccc1-c1ccc(/C=N/OC(=O)c2cccs2)o1 | 0% | 10% | -4% | 2 | -0.2% | -19% | 9 | 256%[activator] | . | 38% | 1%
Cc1noc(C)c1COc1ccc(C(=O)OCC(=O)Nc2ccc(C(=O)N(C)C)cc2)cc1 | . | . | 2% | . | -0.1% | 1% | -1 | 4% | . | 5% | 8%
